Sm TGR block = blocks Schistosoma mansoni thioredoxin glutathione reductase | Q962Y6 | purified TGR, DTNB reduction, TNB absorbance 405 nm | Potency, µM (titrated, usually from 114 µM), for inactives: at the highest dose activity change, negative = inhibition, actives largely listed as inhibitors | 360,000 tested, 3% active | AID 485364; active means well fitted inhibition curve with a large enough effect; inconclusive means small, poorly fitted or top-dose-only effect; inactive means no such curve, though single readings can be large or run the other way; further: nearly all actives have a fitted effect of over 60% in size
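Kinetic colorimetric format: TGR-catalysed, NADPH-driven DTNB reduction monitored via TNB absorbance. Enzyme dispensed at 20 nM; compound exposure 15 min at room temperature before reaction start.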
* marks the source's active call; other numbers are inactive results; ? = inconclusive. On the % scale 0 is the no-effect control and ±100 the full control effect; potency means the concentration at half of the fitted maximal effect.

molecule | Sm TGR block
Cc1cc2ccccc2n1CCNC(=O)c1ccccc1F | -1.9%
COc1ccccc1N1CCN(c2ncnc3c2cnn3-c2ccc(C)cc2)CC1 | 5.0%
Cn1cc(CCCC(=O)NCc2cccc(Br)c2)c2ccccc21 | -0.1%
COC(=O)c1cc2sc(C)cc2n1Cc1ccc(Br)cc1F | 6.0%
COc1cc(OC)c(NC(=O)c2c3c(nc4ccccc24)C(=O)N(C2CCCCC2)C3)cc1Cl | ?
Cc1ccc(Cl)cc1-n1ncc2c(N3CCCCCC3)ncnc21 | -4.1%
COCCCNC(=O)c1nn(C)c2c1CS(=O)(=O)c1ccccc1-2 | -1.9%
CCc1c(C)sc2c1CCN(Cc1ccccc1)C2c1ccccc1 (stereo unspecified) | 6.0%
Cc1cc(C)c(Cn2c(C)c(CNCc3ccccc3C)c(C(=O)O)c2C)c(C)c1 | -22.0%
CCn1nc(-c2ccccc2)c(-c2ccccc2)c(C(=O)Nc2ccc(NC(C)=O)cc2)c1=O | 3.4%
COC(=O)C(CCSC)NC(=O)C1CCN(c2ncnc3c2nc2n3CCCCC2)CC1 (stereo unspecified) | 0.9%
Cc1ccc(Cl)cc1NC(=O)Cn1c(=O)n(Cc2ccc(C(=O)NCc3ccc4c(c3)OCO4)cc2)c(=O)c2ccccc21 | -0.1%

Next part, overlapping the part above by 3 compounds.
molecule | Sm TGR block
CCn1nc(-c2ccccc2)c(-c2ccccc2)c(C(=O)Nc2ccc(NC(C)=O)cc2)c1=O | 3.4%
COC(=O)C(CCSC)NC(=O)C1CCN(c2ncnc3c2nc2n3CCCCC2)CC1 (stereo unspecified) | 0.9%
Cc1ccc(Cl)cc1NC(=O)Cn1c(=O)n(Cc2ccc(C(=O)NCc3ccc4c(c3)OCO4)cc2)c(=O)c2ccccc21 | -0.1%
Cc1ccc(Nc2ncc(C(=O)N3CCN(c4ccc(F)cc4)CC3)c3ccccc23)cc1Cl | 20.3%
COc1cc(C(=O)NCCc2sc(-c3ccc(C)cc3)nc2C)cc(OC)c1OC | 0.3%
O=C(NCc1ccccc1Cl)c1ccc(NC(=O)N2CCSc3ccccc32)cc1 | 2.1%
O=C(c1ccc(CS(=O)c2ccccc2Cl)o1)N1CCN(c2cccc(C(F)(F)F)c2)CC1 (stereo unspecified) | 1.4%
Cc1nc(SCC(=O)Nc2ccc(C(=O)O)cc2)n[nH]1 | 10.6%
Cc1ccc(CCNc2nc3ccccc3c3nc(-c4cccnc4)nn23)cc1 | -0.3%
CCCSc1ncc(Cl)c(C(=O)N(Cc2ccccc2)c2ccc(OC)cc2)n1 | 2.4%
CCOC(=O)c1cc(-c2ccc(C)cc2)n(CC(=O)Nc2cccc(C(C)=O)c2)c1C | 3.5%
CCOc1ccc(NC(=O)NCc2ccc3c(c2)CCN3C(C)=O)cc1 | -10.0%
Cc1cn2c(=O)cc(COC(=O)c3ccccc3F)nc2s1 | 4.6%
Cc1nn(C)c2c1c(C(F)(F)F)cc(=O)n2Cc1ccc(Br)cc1F | 2.5%
O=C(O)CCn1cnc2onc(-c3cc(F)cc(F)c3)c2c1=O | -4.6%
Cc1nc2nc(SCc3c(F)cccc3Cl)nn2c(C)c1Cc1ccccc1 | 4.2%
CN(C)S(=O)(=O)c1ccc2c(c1)N(CC(=O)N1CCN(c3ccc(F)cc3)CC1)CCS2 | -0.3%
Cc1cc(C)c(Cn2c(C3CC(=O)N(c4ccc(F)cc4)C3)nc3ccccc32)c(C)c1 (stereo unspecified) | -1.6%
CC(C)OCCCn1c(SCC(N)=O)nc2c(sc3ccccc32)c1=O | 4.5%
CCc1cccc(CC)c1NC(=O)C(CC)n1nc(C)n2c(cc3cc(C)ccc32)c1=O (stereo unspecified) | -0.8%
Cc1ccc2c(c1)c(=O)c(C(=O)c1ccc3c(c1)OCO3)cn2Cc1ccc(Cl)cc1 | -12.0%
COc1ccc(CNC(=O)C2CCN(c3nc4ccccc4[nH]3)CC2)cc1OC | -2.0%
COc1cccc(CNC(=O)C2CCN(C(=O)N3CCOc4ccc(Cl)cc43)CC2)c1OC | -16.9%
Cc1coc2cc3oc(=O)c(CC(=O)N4CCCCC4)c(C)c3cc12 | 0.7%
O=S(=O)(c1ccc(F)cc1)N(Cc1nc(-c2ccc(Cl)cc2)no1)C1CCCCC1 | 5.6%
Cc1ccc(C(=O)Nc2cc3c(cc2C)n(C)c(=O)c(=O)n3C)cc1 | -4.5%
CC1CCc2c(sc3nnn(Cc4ccc(F)cc4)c(=O)c23)C1 (stereo unspecified) | 9.1%
COc1ccc(-n2c(SCC(=O)Nc3cccc(C)c3C)nc3c([nH]c4ccccc43)c2=O)cc1 | 2.8%
CCOCCc1nnc(NC(=O)C(=O)c2cc(C)n(-c3ccc(Cl)cc3)c2C)s1 | 3.4%
Clc1ccccc1CSc1nncn2c1cc1occc12 | -12.1%
CN(C)c1oc(/C=C/c2ccc(F)cc2)nc1C#N | -1.6%
COc1ccc(N(C)C(=O)c2nn(-c3ccc(C)cc3)c(=O)n(C)c2=O)c(OC)c1 | 3.0%
CCOc1ccc(CCNC(=O)c2cc3c(=O)n(C)c4ccccc4c3n2C)cc1 | -0.8%
O=C(CCC1N=C2c3ccccc3N=C(SCC(=O)NCCc3ccccc3)N2C1=O)NCc1ccc(F)cc1 (stereo unspecified) | -2.0%
CC(C)NC(=O)c1ccc(-n2c(-c3ccccc3)cc3c2CCCC3)cc1 | 1.0%
COc1cc(OC)c(NC(=O)c2c(N3CCCC3=O)c3cc(C)ccc3n2C)cc1Cl | 6.3%
COc1cccc(CN2CCc3nc(N4CCN(C)CC4)ncc3C2)c1 | -1.9%
CCOc1ccc(S(=O)(=O)Nc2ccc(-c3ccc(N4CCCC4)nn3)cc2)cc1 | 1.0%
O=C(CCCn1c(=O)c2cccn2c2cccnc21)Nc1ccccc1Br | 6.4%

As a working copy, 2 of the compounds above:
molecule | Sm TGR block
CN(C)c1oc(/C=C/c2ccc(F)cc2)nc1C#N | -1.6%
COc1ccc(N(C)C(=O)c2nn(-c3ccc(C)cc3)c(=O)n(C)c2=O)c(OC)c1 | 3.0%

The listing continues.
molecule | Sm TGR block
Cc1c(C(=O)Nc2ccc(F)cc2F)nnn1-c1ccccc1Br | -4.4%
CCN1CCN(c2nc3c(S(=O)(=O)c4ccc(Br)cc4)nnn3c3ccsc23)CC1 | 2.6%
O=c1c(N2CCN(c3cccc(C(F)(F)F)c3)CC2)csc2ccccc12 | 1.8%
N#Cc1ccc(NC(=O)c2ccc3c(c2)nnn3C2CCCC2)cc1 | 4.47µM*
CCC1CN(S(=O)(=O)c2cc(-c3cc(C)no3)ccc2C)c2cc(C)ccc2O1 (stereo unspecified) | 15.2%
COc1ccc(Nc2nc(N)nc(CSc3nc4ccccc4s3)n2)cc1 | 1.9%
O=C(Cn1c(=O)n(-c2ccccc2)c(=O)c2c3c(sc21)CCC3)c1ccc(F)cc1 | 8.5%
Cc1ccc(-c2nc3cc(NC(=O)c4cc5ccccc5o4)ccc3o2)cc1Cl | 3.1%
COc1ccc(N(Cc2ccccc2)C(=O)c2nc(SC)ncc2Cl)cc1 | 5.1%
Cc1c(NC(=O)c2sc3c([N+](=O)[O-])cccc3c2Cl)cccc1-c1nc2ccccc2o1 | 2.3%
N#Cc1ccccc1Cn1c(=O)n(-c2ccccc2)c(=O)c2c3c(sc21)CCC3 | 6.4%
CCOc1ccc(S(=O)(=O)N2CCC(n3c(C)nc4cccnc43)CC2)cc1 | -16.0%
CCOC(=O)c1c(C)[nH]c(C)c1S(=O)(=O)N(C)CC(=O)Nc1ccc(C)c(N(C)C)c1 | -4.9%
COc1cc(OC)c(N(C)C(=O)Nc2cn(CC(C)C)c(=O)c3ccccc23)cc1Cl | -2.9%
O=C(NCc1ccccc1)C1CCN(S(=O)(=O)Cc2ccccc2)CC1 | -13.2%
COc1ccccc1-n1ncc2c(=O)[nH]c(SCC(=O)Nc3ccc(Cl)cc3)nc21 | -1.9%
COc1ccc(-c2cccc(NS(=O)(=O)c3cc(C(F)(F)F)ccc3Cl)c2)nn1 | 5.2%
COc1cc(-c2cc(OC)c3c(C)oc(C)c3c(=O)c2)ccc1OC(=O)c1ccccc1F | -1.3%
Cc1ccc(Nc2c(-c3ccccc3O)nc3cc(C)ccn23)cc1 | -6.5%
COc1ccc(CCNC(=O)c2c(O)nc3ccccn3c2=O)cc1OC | -2.9%
COc1cccc(C(=O)NCC(c2ccc(N(C)C)cc2)N2CCc3ccccc32)c1 (stereo unspecified) | -3.6%
CCOc1ccccc1NC(=O)CN1CCN(S(=O)(=O)c2ccc(Br)cc2)CC1 | -1.1%
Cc1csc2nc(COc3cccc(NC(=O)c4ccccc4F)c3)cc(=O)n12 | 6.8%
COc1ccc(C(CC(=O)Nc2ccc(C(C)=O)cc2)N2Cc3ccccc3C2=O)cc1 (stereo unspecified) | 9.4%
CCC(Cn1nnc2ccccc2c1=O)NC(=O)Nc1ccc(C)c(C)c1 (stereo unspecified) | -0.4%
CC(CCc1ccccc1)NC(=O)Cn1ncc2c3ccccc3n(Cc3ccc(F)cc3)c2c1=O (stereo unspecified) | 4.3%
COc1ccc(CCNC(=O)c2cc(Nc3ccccc3)nc3ccccc23)cc1OC | -14.4%
CCOC(=O)c1ccc(Nc2nc3nonc3nc2Nc2cccc(C)c2C)cc1 | 1.6%
CCc1nn(CC(=O)Nc2ccc(NC(C)=O)cc2)c(=O)c2cc3sccc3n12 | 5.9%
CC(=O)c1c(C)n(-c2ccc(Cl)cc2)c2ccc(OC(=O)COc3ccccc3)cc12 | 5.1%
CC1CCN(S(=O)(=O)c2ccc3c(ccn3CCC(=O)NCc3ccccc3F)c2)CC1 | 9.4%
Cc1cc(C)c2c(=O)cc(C(=O)Nc3ccc(S(=O)(=O)N(C)Cc4ccccc4)cc3)oc2c1 | -3.9%
CCC(Sc1ncnc2sc3c(c12)CCCC3)C(=O)OCC(C)C (stereo unspecified) | 1.4%
COc1cccc(NC(=O)c2oc3ccccc3c2NC(=O)c2ccccc2C)c1 | -9.5%
O=C(CSc1ncc(CO)n1Cc1ccc(Cl)cc1)NCc1ccc(F)cc1 | -2.4%
Cc1ccc2oc(=O)c3cc(C(=O)Nc4ccc(F)cc4F)sc3c2c1 | 3.9%

Additional entries:
| molecule | Sm TGR block |
| --- | --- |
| O=C1C(c2ccc(C(F)(F)F)cc2)=C(Nc2ccc(Cl)cc2)c2ccccc21 | 4.2% |
| O=C(COc1ccccc1F)Nc1nnc(SCc2cc(=O)n3ccccc3n2)s1 | 0.0% |
| O=C(c1ccc(F)cc1)n1nc(-c2cccnc2)nc1NCc1ccc(F)cc1 | 9.4% |
| CCOc1ccccc1NC(=O)c1c(NC(=O)C(C)Oc2ccc(Cl)cc2)sc2c1CCCCC2 (stereo unspecified) | -1.8% |
| Cc1ccc(-c2nc(CN3C(=O)CN=C(c4ccccc4Cl)c4cc(Cl)ccc43)c(C)o2)cc1 | -1.6% |
| Cc1ccc(C)c(NC(=O)CN2C(=O)c3cccnc3Oc3ccc(C)cc32)c1 | -16.0% |
| Cc1cccc(NC(=O)C2CCC(CNS(=O)(=O)c3csc(C(N)=O)c3)CC2)c1C (stereo unspecified) | 4.7% |
| Cc1ccc(C)c(-c2[nH]c3c(c2-c2c(-n4cccc4)n(C)c(=O)[nH]c2=O)c(=O)[nH]c(=O)n3C)c1 | -6.6% |
| Cc1oc(-c2cccc(Cl)c2)nc1CN1CCC(C(=O)NCCCN2CCN(c3ccc(F)cc3)CC2)CC1 | -19.6% |
| COCC(=O)N1CCc2cc(OC)c(OC)cc2C1COc1ccc2c(C)cc(=O)oc2c1 (stereo unspecified) | 7.1% |
| Cc1c(C(=O)Nc2cccc(F)c2)oc2c1-c1nn(Cc3c(F)cccc3Cl)cc1CC2 | 7.3% |
| COc1ccc(CNC(=O)CSCc2cnn(-c3ccccc3)c2-n2cccc2)cc1OC | -11.9% |
| Cc1ccc(C(=O)NCC(=O)OCc2cc(=O)n3nc(C4CC4)sc3n2)cc1 | -0.2% |
| O=C(Nc1cccc(Cl)c1)c1cc(S(=O)(=O)N2CCCc3ccccc32)ccc1F | -2.8% |
| CCOC(=O)c1ccc(NC(=O)CSc2nccn2-c2cc(C)cc(C)c2)cc1 | 5.7% |

3 entries picked at random from those above:
| molecule | Sm TGR block |
| --- | --- |
| COc1ccc(CCNC(=O)c2c(O)nc3ccccn3c2=O)cc1OC | -2.9% |
| COc1cccc(CNC(=O)C2CCN(C(=O)N3CCOc4ccc(Cl)cc43)CC2)c1OC | -16.9% |
| O=C(c1ccc(CS(=O)c2ccccc2Cl)o1)N1CCN(c2cccc(C(F)(F)F)c2)CC1 (stereo unspecified) | 1.4% |

More entries.
| molecule | Sm TGR block |
| --- | --- |
| CCOC(=O)c1c(C)[nH]c(C)c1S(=O)(=O)N1CCCC(C(=O)Nc2ccc(OC)c(Cl)c2)C1 (stereo unspecified) | 9.3% |
| CC(C)Cn1c(=O)c2ccccc2n2c(CCC(=O)Nc3ccc(F)cc3)nnc12 | -1.2% |
| N#Cc1ccc(OC(=O)c2cc(-c3ccc(Cl)cc3)on2)cc1 | -3.3% |
| CCCN1CCN(CC2=C(C(=O)OCC)C(c3ccc(OC(C)C)cc3)NC(=O)N2)CC1 (stereo unspecified) | -2.2% |
| COc1ccc(NC(=O)Cn2c(=O)n(-c3ccccc3)c(=O)c3c4c(sc32)CCCC4)cc1 | 6.3% |
| Cc1ccc2c(=O)n(-c3cccc(Cl)c3)c(=O)[nH]c2c1 | -3.3% |
| COc1cccc2c1Oc1nc(-c3ccccc3)nc(SCC(=O)Nc3ccccc3)c1C2 | -2.6% |
| Cc1nc2ccc(S(=O)(=O)CCC(=O)Nc3ccc(C)c(C)c3)cc2s1 | -2.8% |
| CCCOC(=O)CSc1ncnc2sc3c(c12)CCC(C)C3 (stereo unspecified) | 4.4% |
| O=C(Cn1cc2c(n1)CCCC2)Nc1cc(C(F)(F)F)ccc1Cl | -13.0% |
| CCOc1ccccc1NC(=O)c1cnn2c(C(F)F)cc(-c3ccccc3)nc12 | 10.0% |
| COC(=O)c1nnn(-c2ccc(Br)cc2)c1C(=O)OC | ? |
| CC1CCN(C(=O)CSc2c3c(nc4ccc(Cl)cc24)CCCC3)CC1 | -5.4% |

Not all compounds are listed; the hit share may differ from the screen's.
